Source: PubChem (National Center for Advancing Translational Sciences (NCATS))
TRHR PAM = qHTS for Small Molecule Agonists and Allosteric Enhancers of Human TRH Receptor: Primary Screen for Enhancers; Thyrotropin-releasing hormone receptor (Homo sapiens), P34981; enhancement, % at 2 µM; actives 0.66% (n = 360,000); TRHR cells, fluo-8 calcium fluorescence, EC20 TRH enhancement; in the data active = enhancement above about 30%; also: 0% is about no effect
Target sequence (P34981 whole entry, looked up): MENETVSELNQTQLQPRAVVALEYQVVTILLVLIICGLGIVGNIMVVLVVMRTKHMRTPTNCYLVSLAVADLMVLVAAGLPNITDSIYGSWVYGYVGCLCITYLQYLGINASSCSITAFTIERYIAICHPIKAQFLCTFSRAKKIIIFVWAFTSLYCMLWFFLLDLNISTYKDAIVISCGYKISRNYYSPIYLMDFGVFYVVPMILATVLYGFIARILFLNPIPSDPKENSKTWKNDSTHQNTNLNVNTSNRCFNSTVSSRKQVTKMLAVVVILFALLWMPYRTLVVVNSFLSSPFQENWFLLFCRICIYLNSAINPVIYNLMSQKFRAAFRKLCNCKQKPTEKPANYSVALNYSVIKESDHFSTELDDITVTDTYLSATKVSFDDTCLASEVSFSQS
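TRHR-expressing cells loaded with fluo-8 calcium dye were read kinetically (ex 480/em 530) during compound addition, then stimulated with an EC20 of TRH (10 nM final). Enhancement of the Gq-mediated intracellular calcium response was scored.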
D2 potentiator = HTS Assay for Positive Allosteric Modulators of the Human D2 Dopamine Receptor: Primary Screen for Potentiators | HEK293 T-REx D2, calcium flux, EC20 dopamine potentiation | potentiation, % at 10 µM | actives 0.34% (n = 340,000) | AID 485347, 2010;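 active = potentiation over 3 SD above the plate norm, cut at about 30% in these data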; also: 0% is about no effect
Target sequence (P14416 whole entry, looked up): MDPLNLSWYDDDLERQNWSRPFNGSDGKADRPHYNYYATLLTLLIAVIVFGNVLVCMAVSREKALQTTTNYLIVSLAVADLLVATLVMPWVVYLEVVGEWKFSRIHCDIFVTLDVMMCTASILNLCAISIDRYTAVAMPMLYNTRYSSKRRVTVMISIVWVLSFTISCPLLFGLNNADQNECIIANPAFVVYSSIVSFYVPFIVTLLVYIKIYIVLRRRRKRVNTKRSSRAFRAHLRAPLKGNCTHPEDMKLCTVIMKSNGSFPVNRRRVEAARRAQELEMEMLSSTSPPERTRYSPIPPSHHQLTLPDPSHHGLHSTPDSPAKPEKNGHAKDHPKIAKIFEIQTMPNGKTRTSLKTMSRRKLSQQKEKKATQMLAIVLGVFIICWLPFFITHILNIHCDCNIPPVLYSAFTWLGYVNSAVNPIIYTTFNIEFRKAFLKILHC
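Primary screen. Calcium kinetics in induced HEK293 T-REx D2 cells: compound pre-addition 180 s, EC20 dopamine, 180 s more.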
TRHR ag = qHTS for Small Molecule Agonists and Allosteric Enhancers of Human TRH Receptor: Primary Screen for Agonists; AID 493084, 2011; activation, % at 2 µM; TRHR cells, calcium flux fluo-8, FDSS agonist mode; actives 0.18% (n = 360,000); Thyrotropin-releasing hormone receptor (Homo sapiens), P34981; in the data active = activation above about 30%; also: 0% is about no effect
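Agonist-mode FDSS calcium read (Ex 480/Em 530, 1 s cycles) in 1536-well TRHR cells with fluo-8 dye, after 10-cycle baseline and 23 nL compound addition; TRH at EC20 (10 nM final) added afterwards for the enhancer phase.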
RXFP1 antagonist = qHTS Assay for Antagonists of the Relaxin Receptor RXFP1; actives 0.59% (n = 350,000); Relaxin receptor 1 (Homo sapiens), Q9HBX9; HEK293-RXFP1, relaxin-stimulated cAMP HTRF, 30 min; stronger effect = lower value; AID 1259400, 2018; activity change, negative = inhibition, % at 57.5 µM;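 active = activity change of -60% or lower, but not beyond a set lower limit; inconclusive = change between -60% and -40%, or beyond the set limit; inactive = change above -40%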; also: % is scaled to controls: 0 for no effect and ±100 for the full control effect
Apoferritin bind = qHTS Assay for Identification of Novel General Anesthetics; Ferritin light chain (Equus caballus), P02791; apoferritin/1-aminoanthracene competitive binding, fluorescence; Potency, µM (highest dose often 77.5 µM), for the others: at the highest dose activity change, negative = displacement, hits mostly inhibitors; actives 0.074% (n = 350,000); AID 485281, 2010; also: potency is read from the fitted curve at half-maximal effect; % is scaled to controls: 0 for no effect and ±100 for the full control effect; nearly all actives have a fitted effect of over 20% in size
Target sequence (P02791 2-175 limits assumed): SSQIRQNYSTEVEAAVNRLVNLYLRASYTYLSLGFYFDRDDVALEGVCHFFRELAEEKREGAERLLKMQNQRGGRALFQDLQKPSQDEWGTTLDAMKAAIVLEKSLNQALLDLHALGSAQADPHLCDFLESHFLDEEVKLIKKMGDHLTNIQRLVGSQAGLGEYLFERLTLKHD
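Apoferritin-based anesthetic binding model; compound displacement of fluorescent 1-AMA measured as endpoint fluorescence after 10 minutes at room temperature, scaled to free-ligand and complex controls.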
D1 PAM = Potentiators of Human D1 Dopamine Receptor: qHTS; D(1A) dopamine receptor (Homo sapiens), P21728; HEK293 TREx D1 cells, calcium flux, dopamine EC20 potentiation; potentiation, % at 10 µM; actives 0.036% (n = 360,000); AID 504651, 2011; in the data active = potentiation above about 30%; also: 0% is about no effect
RXFP1 agonist = qHTS Assay for Agonists of the Relaxin Receptor RXFP1. HEK293T-RXFP1 cAMP TR-FRET, 30 min; response scale: percent of porcine relaxin response, buffer zero. actives 0.3% (n = 370,000). Relaxin receptor 1 (Homo sapiens), Q9HBX9. Potency, µM (top dose mostly 57.5 µM), for inactives: at the top dose activation, actives largely listed as activators. AID 2676, 2010; also: potency is read from the fitted curve at half-maximal effect; % is scaled to controls: 0 for no effect and ±100 for the full control effect; nearly all actives have a fitted effect of over 60% in size; many of its hits are not listed in these tables
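HEK293T cells stably expressing RXFP1 were pretreated with the PDE4 inhibitor Ro 20174, exposed to compounds for 30 min at 37C, lysed, and cAMP was read by TR-FRET. Data normalized to buffer (basal) and 29 nM porcine relaxin (100%).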
D1 antagonist = Antagonist of Human D 1 Dopamine Receptor: qHTS. HEK293 TREx D1 cells, calcium flux, dopamine EC80; stronger effect = lower value. activity change, negative = inhibition, % at 10 µM. actives 3.2% (n = 360,000); in the data active = activity change below about -30%; also: % is scaled to controls: 0 for no effect and ±100 for the full control effect
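Kinetic fluorescence of a calcium dye serves as the read-out. D1-expressing Hek293 Trex cells, induced overnight at 30 C, are exposed to compound for 180 s before an EC80 dopamine addition, then read 180 s further.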
D1 agonist = Allosteric Agonists of the Human D1 Dopamine Receptor: qHTS. activation, % at 2 µM. D(1A) dopamine receptor (Homo sapiens), P21728. HEK293 T-REx D1 cells, calcium flux, agonist mode. actives 1% (n = 360,000); in the data active = activation above about 30%; also: 0% is about no effect
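Agonism was scored from calcium flux recorded over 180 s (1 read/s) after pintool compound addition, following a 10-cycle baseline. Cells were inducible force-coupled HEK293 TREx D1, plated overnight at 30 C and loaded with no-wash calcium dye.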
Active calls of the source: *; ? = inconclusive; nt = no result given; & = joins results of further samples. Unless noted, calls follow the shape of the dose curve; as a rule, active = well fitted curve in the direction sought with a large enough effect; inconclusive = small, poorly fitted or top-dose-only effect, or another doubt; inactive = no such curve, though single readings can be large; an effect the other way counts as inactive or inconclusive. Not all compounds are listed; count on the stated rates, not on these rows.

SMILES	TRHR PAM	D2 potentiator	TRHR ag	RXFP1 antagonist	Apoferritin bind	D1 PAM	RXFP1 agonist	D1 antagonist	D1 agonist
COCCCN(C(=O)c1cc(-c2ccco2)nc2ccccc12)c1c(N)n(Cc2ccccc2)c(=O)[nH]c1=O	2	12	1.0	-10	nt	-2	-0.4%	-4	1
O=C(c1ccccc1)N1CCN(C(=O)c2cc3nc(-c4ccccc4)cc(C(F)(F)F)n3n2)CC1	5	7	-2.2	-10	-11%	-6	0.5%	-5	2
CCC1S/C(=N/N=C/c2ccco2)N(c2ccc(F)cc2)C1=O (stereo not drawn)	4	3	0.4	-3	-3%	-5	0.5%	9	0
COc1cccc(-c2noc(CCC(=O)Nc3cccnc3)n2)c1	-2	4	-0.1	-1	-23%	-7	-0.2%	-20	6
CC1CCN(S(=O)(=O)c2ccc3c(c2)c(=O)c(C(=O)NC2CCCC2)cn3C)CC1	-5	-2	-0.3	1	-13%	-2	1.3%	2	4
COc1ccc(OC)c(NC(=O)NCc2cccnc2)c1	1	-10	-0.5	9	-1%	3	2.0%	-21	2
Cn1c(CCNC(=O)c2ccccc2Cl)n[nH]c1=S	1	-8	0.5	-8	-4%	0	-1.8%	-10	0
O=C(c1ccccc1F)N1c2nc(-c3ccco3)nn2C2(CCCCC2)[C@@H]2CCCC[C@@H]21	2	-16	-0.9	-65*	-4%	2	-1.0%	2	-1
COC(=O)Nc1nnc(-c2ccc(OC)cc2)s1	-1	nt	2.2	-12	3%	2	0.6%	15	8
N#Cc1ccc2ccn(CC(=O)NC3CCCCC3)c2c1	19	-8	0.0	12	6%	-7	11%	-17	0
CCCn1c2ccccc2c2nnc(SCC(=O)Nc3ncccn3)nc21	-3	-1	-3.2	-10	-1%	-2	5.1%	-2	1
Cc1cc(C(=O)OCC(=O)NCc2ccc(Cl)cc2)c(C)o1	-5	-6	-1.0	-2	-1%	2	3.8%	-2	2
Cc1ccc(-c2nc(S(=O)(=O)c3ccccc3)c(SCC(=O)NCC3CCCO3)o2)cc1 (stereo not drawn)	-6	13	-1.7	19	-3%	-5	3.1%	22	2
CCc1ccc(OCC2NCCc3cc(OC)c(OC)cc32)cc1 (stereo not drawn)	-4	-15	0.7	-21	3%	-7	-0.1%	-4	21
Cc1ccc(CN2CCN(/N=C/c3ccc(O)c(O)c3)CC2)cc1	-2	-23	0.3	nt	-6%	-1	0.5%	0	4
CCCSc1ncc(Cl)c(C(=O)N(Cc2cccc(Cl)c2)C2CCS(=O)(=O)C2)n1 (stereo not drawn)	-13	-8	-0.1	-17	-4%	9	5.6%	16	6
Cc1ccc(NC(=O)Cn2c(=O)oc3cc(S(=O)(=O)N4CCCCC4)ccc32)c(C)c1	5	11	0.0	nt	-1%	0	-0.1%	-2	4
C/C(Cn1nnc([N+](=O)[O-])n1)=N\NC(=O)c1cccc(Cl)c1	0	-5	0.0	6	-20%	2	9.4%	18	1
CCCc1cc2c(=O)c(-c3ccc4c(c3)OCCO4)coc2cc1OS(C)(=O)=O	-10	-12	0.7	-23	0%	-7	0.2%	11	5
O=C(CSc1nc2c([nH]c3ccccc32)c(=O)n1-c1ccccc1)N1CCCC1	-1	9	0.0	17	3%	-2	2.4%	14	0
Cc1c(CC(=O)N2CCCCC2)c(=O)oc2c(C)c3occ(C(C)(C)C)c3cc12	-1	-1	-1.7	0	-4%	1	-0.6%	12	1
O=C(CN1CCN(Cc2ccccc2)CC1)N/N=C/c1cccnc1	1	3	0.5	0	4%	-7	1.3%	-7	3
COc1ccccc1NC(=O)COC(=O)CN1C(=O)C(=O)c2ccccc21	-3	2	1.2	-7	2%	-2	0.1%	-4	-1
CNCc1ccccc1Sc1ccc(O)c(O)c1	5	-10	-0.2	?	-7%	-8	-1.0%	8	11
O=C(O)CC(CC(=O)Nc1ccc(C(=O)O)cc1)c1ccccc1 (stereo not drawn)	-4	-14	0.4	5	-13%	-9	-0.5%	-2	2
O=C1c2ccccc2C(=O)N1c1ncc(Cc2ccc(Cl)cc2)s1	1	1	2.5	-19	?	-11	-1.1%	-2	6
C=CCNC(=S)NNC(=O)c1cccc(Br)c1	4	4	0.0	-4	7%	-6	-1.8%	7	1
CC(=O)Nc1ccc(S(=O)(=O)N(CCO)Cc2ccccc2)cc1	-5	2	1.5	-7	-4%	-1	-3.5%	0	0
CCOc1ccc2nc(/N=C/c3nc(-c4ccc(Br)cc4)oc3O)sc2c1	-4	-6	20	11	3%	-11	0.5%	9	37*
CCOc1ncccc1C(=O)NCc1cccc(OC)c1	8	3	-0.3	-8	5%	-3	-0.1%	3	2
CCC(C)C(NC(=O)C1CCC(C)CC1)C(=O)NC(C(=O)OC)C(C)C (stereo not drawn)	0	-3	0.8	-8	-5%	-6	-0.2%	-28	2
C=CCN(C(=O)OC(C)(C)C)S(=O)(=O)NCc1ccccc1	1	15	-0.2	nt	nt	-2	0.6%	-9	-1
CCOC(=O)c1sc(=S)n(-c2ccc(OC)cc2)c1C	3	14	-0.2	-22	-1%	-5	3.6%	-6	3
Nc1nc2c([N+](=O)[O-])cccc2s1	2	-4	0.0	9	-6%	1	0.0%	9	1
Cc1ccccc1NC(=O)N1CCC(CN2CCCC2)CC1	-6	-1	-0.3	4	-8%	1	0.5%	3	-2
Cc1cc2c(s1)c1cnn(Cc3cccc(F)c3)c(=O)c1n2C	-4	nt	-1.3	nt	nt	1	nt	5	0
O=C(CCCCCCN1C(=O)c2ccccc2C1=O)Nc1nccs1	-3	18	0.2	5	-9%	-7	-0.2%	-7	9
CCCCn1c(N)c(N(CCC(C)C)C(=O)C2CCCO2)c(=O)[nH]c1=O (stereo not drawn)	11	-6	0.2	-8	nt	-2	0.1%	-13	5
c1ccc(NCc2nc3ccccc3n2CCOc2ccccc2)cc1	-3	-3	-0.4	15	-2%	-8	0.2%	2	-1
COc1ccccc1-c1nnc(C2CCN(C(=O)c3cccc(C)c3)CC2)o1	-5	-2	-1.9	-24	-2%	0	3.1%	-2	-2

Complete entries from above. Order of values: TRHR PAM	D2 potentiator	TRHR ag	RXFP1 antagonist	Apoferritin bind	D1 PAM	RXFP1 agonist	D1 antagonist	D1 agonist
Entry for O=C(O)CC(CC(=O)Nc1ccc(C(=O)O)cc1)c1ccccc1 (stereo not drawn) : -4	-14	0.4	5	-13%	-9	-0.5%	-2	2
Entry for COc1ccccc1-c1nnc(C2CCN(C(=O)c3cccc(C)c3)CC2)o1 : -5	-2	-1.9	-24	-2%	0	3.1%	-2	-2
Entry for CNCc1ccccc1Sc1ccc(O)c(O)c1 : 5	-10	-0.2	?	-7%	-8	-1.0%	8	11

Later entries
SMILES	TRHR PAM	D2 potentiator	TRHR ag	RXFP1 antagonist	Apoferritin bind	D1 PAM	RXFP1 agonist	D1 antagonist	D1 agonist
Cc1ccc(NC(=O)c2ccc3c(c2)nnn3C)cc1	3	-7	0.2	10	-2%	-2	9.6%	1	3
COC(=O)c1ccc(CNC(=O)c2ccc(S(=O)(=O)N(C)c3ccccc3OC)cc2)cc1	-8	-21	1.6	-2	nt	-5	0.0%	-19	9
CCOc1ccc(C(=O)c2cc([N+](=O)[O-])ccc2N2CCOCC2)cc1	2	-1	0.1	10	-19%	-4	1.5%	35	0
Cc1cccc(NC(=S)NCC(c2cccnc2)N(C)C)c1 (stereo not drawn)	-8	4	-1.7	-8	-5%	4	-1.2%	-7	0
Cc1ccc2[nH]c(=O)c3cc(C(=O)N(C)C4CCCCC4)sc3c2c1	-2	-2	-0.3	1	-2%	2	0.6%	-1	1
COc1ccc(OC)c(S(=O)(=O)N2CCC(C(=O)NC3CCCC3)CC2)c1	0	4	0.0	7	0%	4	6.5%	9	-1
Cc1ccc(-c2nn(CCC(N)=O)c(=O)c3ccccc23)cc1	-5&23	-8&8	-1.4&-0.9	-5&-10	-15%&-2%	0&-2	5.0%&6.7%	16&10	7&3
Cc1cccc(C)c1OC1(c2ccccc2)OC(=O)c2ccccc21 (stereo not drawn)	-2	8	-1.0	-20	-20%	1	2.6%	1	20
O=c1c2c3c(sc2nc(NCCO)n1-c1ccccc1)CCCC3	2	-4	-0.1	-12	-7%	2	0.1%	3	7
COc1cccc(CN(C(=O)CN2C(=O)c3ccccc3S2(=O)=O)C(C(=O)NCC2CCCO2)c2ccco2)c1 (stereo not drawn)	1	3	-1.2	-18	-9%	-2	-0.5%	-6	1
CN(NC(=O)c1ccc(Cl)cc1)c1cccc(Cl)n1	-3	-4	0.4	3	-15%	5	-0.1%	-2	1
O=C(O)CSc1c2c(nc3cc(C(=O)Nc4ccc(F)c(Cl)c4)ccc13)CCCC2	1	9	0.2	5	-5%	1	4.6%	25	2
COC(=O)/C=C1/SC(=NC(=O)c2cccc([N+](=O)[O-])c2)NC1=O	6	5	0.7	14	-16%	-3	1.0%	1	2
CCCCn1c2c(c(=O)n(C)c1=O)C(CC(=O)OCC(=O)Nc1cccc(C(F)(F)F)c1)C(=O)N2 (stereo not drawn)	4	6	0.2	-13	?	1	0.2%	-5	3
Cc1nc(-c2ccc3c(c2)OCO3)cs1	12	-5	-0.2	1	?	-1	0.7%	10	-2
O=C1NCC(COc2cccc3ccccc23)O1 (stereo not drawn)	9	11	0.5	-17	-20%	-5	0.3%	-4	2
COc1ccc(OC)c(C2CC(=O)N3CN(c4cccc(Cl)c4)CSC3=C2C#N)c1 (stereo not drawn)	-3	10	1.0	-2	?	2	0.8%	9	5
COc1ccc(CCn2c(=O)c3cccnc3n(Cc3cccc([N+](=O)[O-])c3)c2=O)cc1OC	-7	0	-0.6	3	-6%	3	0.7%	2	6
CN(CC(O)COC(c1ccccc1)c1ccccc1)C1CCCCC1 (stereo not drawn)	1	0	1.8	-23	-18%	-6	0.2%	12	8
Cc1nnc(SCC(=O)N(C(C)C)C(C)C)[nH]c1=O	-8	-4	-0.7	-1	-8%	-3	0.7%	7	0
